# Screening results from PubChem.
# ST2 inh – blocks human ST2 binding to IL-33; inhibition, % for hits at 17 µM; hit rate 2.3% among 78,000; AlphaLISA ST2-Fc/biotin-IL-33 interaction, 1 h; AID 1259354; in the data active = inhibition above about 30%; inconclusive = mostly about 10% to 28%
# Target sequence (Q01638 whole entry, looked up): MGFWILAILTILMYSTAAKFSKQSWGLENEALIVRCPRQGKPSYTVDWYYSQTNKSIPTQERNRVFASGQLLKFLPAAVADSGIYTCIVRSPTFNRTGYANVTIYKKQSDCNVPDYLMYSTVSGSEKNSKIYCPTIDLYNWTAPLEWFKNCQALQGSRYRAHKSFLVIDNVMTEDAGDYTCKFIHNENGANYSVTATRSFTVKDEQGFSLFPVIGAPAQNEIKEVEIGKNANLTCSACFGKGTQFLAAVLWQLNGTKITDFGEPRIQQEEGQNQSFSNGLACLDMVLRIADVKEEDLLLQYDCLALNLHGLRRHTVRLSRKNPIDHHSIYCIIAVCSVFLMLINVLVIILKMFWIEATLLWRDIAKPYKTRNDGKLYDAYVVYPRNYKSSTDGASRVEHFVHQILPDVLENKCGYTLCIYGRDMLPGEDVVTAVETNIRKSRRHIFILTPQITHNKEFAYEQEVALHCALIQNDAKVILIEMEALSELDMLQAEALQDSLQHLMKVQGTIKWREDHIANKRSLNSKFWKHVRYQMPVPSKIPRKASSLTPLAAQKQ
# The depositor's hits bear a star; i = inactive; ? = inconclusive; ! = a repeat was not active.
SMILES,ST2 inh
CC(=O)N1CCN(c2ncccc2CNC(=O)CCCc2cccs2)CC1,i
CC(c1ccc2c(c1)OCCO2)N(C)Cc1ncccc1C(=O)O (stereo unspecified),i
O=C1C2CCCN2C(c2cccc(Br)c2)N1c1nccs1 (stereo unspecified),i
O=C(CN1C(=O)/C(=C\c2cccc(Cl)c2)Sc2ccccc21)NCCCN1CCOCC1,32%*
COc1ccc(Cl)cc1S(=O)(=O)N1CCN(c2cc(-c3ccc(F)cc3)ncn2)CC1,i
COc1ccccc1-c1nnc(NC(=O)c2ccc(S(=O)(=O)N(C)C3CCCCC3)cc2)o1,i
COc1ccc(S(=O)(=O)Nc2ccccc2C)cc1,i
CCCc1nc2nc[nH]n2c(=O)c1NC(=O)Nc1ccc(F)c(Cl)c1,i
O=C(O)c1ccc(NC(=O)c2cccc(C(=O)Nc3ccc(C(=O)O)cc3)c2)cc1,i
CCCNC(=O)c1cc(-c2ccc3c(c2)OCO3)on1,i
COc1ccccc1NC(=O)C1=C(C)Nc2nnnn2C1c1ccccc1OC(F)F (stereo unspecified),?
C#C[C@@](CCN1CCCCC1)(OC)c1ccccc1,i
CC1CCCCN1C(=O)CCS(=O)(=O)c1cccc2nonc12 (stereo unspecified),i
COc1ccccc1C(=O)N1CCN(S(=O)(=O)c2cc3c4c(c2)CCN4C(=O)CC3)CC1,?
C=C(C)CSc1nc2c(c(=O)n1-c1ccccc1)CC1=C(CC(C)(CC)OC1)N2 (stereo unspecified),i

# Part of the list above in order of molecular weight, highest first.
SMILES,ST2 inh
COc1ccccc1-c1nnc(NC(=O)c2ccc(S(=O)(=O)N(C)C3CCCCC3)cc2)o1,i
COc1ccccc1C(=O)N1CCN(S(=O)(=O)c2cc3c4c(c2)CCN4C(=O)CC3)CC1,?
CCCc1nc2nc[nH]n2c(=O)c1NC(=O)Nc1ccc(F)c(Cl)c1,i
CCCNC(=O)c1cc(-c2ccc3c(c2)OCO3)on1,i
C#C[C@@](CCN1CCCCC1)(OC)c1ccccc1,i

# (cont.)
SMILES,ST2 inh
CC(C)(C)NC(=O)/C(=C\c1cccnc1)NC(=O)c1ccco1,i
C=CCO[C@@H]1CCN2C(=O)c3cc(-c4cccc(C)c4C)ccc3NC(=O)[C@H]12,i
CC(c1ccc(-c2ccc(CN3CCN(C)CC3)cn2)cc1)N1CCOCC1 (stereo unspecified),i
Cc1ccc(NC(=O)C(=O)NCCN2CCN(C(=O)c3ccc(Cl)cc3Cl)CC2)cc1C,?
O=S1(=O)C=C(N2CCCCC2)c2ccccc21,?
c1ccc(-c2nnc(SCC3CCOCO3)n2-c2ccccc2)cc1 (stereo unspecified),31%*
Cc1cccc(N=C(N)NC(N)=O)c1,i
Brc1cnc2nc(COc3ccccc3)[nH]c2c1,35%*
O=C(N[C@@H]1CNC[C@H]1O)c1cc(COc2cccc(C(F)(F)F)c2)[nH]n1,?
C=CCn1cc2c3c(cccc31)[C@H](CC(C)C)N[C@H](C(=O)NCc1ccccn1)C2,i
CC1=C(C(=O)Nc2cc(C)ccn2)C(c2ccccc2C(F)(F)F)C2=C(CCCC2=O)N1 (stereo unspecified),i
CC(C)n1cnc2cc(NCc3ccccc3Cl)ccc21,i
CCCCS(=N)(=O)CCC(N)C(=O)O (stereo unspecified),i
Cc1ccccc1CSc1c[nH]c2ccccc12,i
CS(=O)(=O)Nc1cccc(C(=O)CC2(O)C(=O)Nc3ccc(Br)cc32)c1 (stereo unspecified),?

# Reprinted at random: four records from the list, in no set order.
SMILES,ST2 inh
CC1=C(C(=O)Nc2cc(C)ccn2)C(c2ccccc2C(F)(F)F)C2=C(CCCC2=O)N1 (stereo unspecified),i
O=C(N[C@@H]1CNC[C@H]1O)c1cc(COc2cccc(C(F)(F)F)c2)[nH]n1,?
CC(c1ccc(-c2ccc(CN3CCN(C)CC3)cn2)cc1)N1CCOCC1 (stereo unspecified),i
c1ccc(-c2nnc(SCC3CCOCO3)n2-c2ccccc2)cc1 (stereo unspecified),31%*

# Next part:
SMILES,ST2 inh
CN1C[C@@H](N)C[C@H]1C(=O)N1CCOc2c(O)cc(-c3cccnc3)cc2C1,?
Cn1c(=O)c2c(nc(NCc3ccco3)n2Cc2ccc(Cl)cc2Cl)n(C)c1=O,i
CCCCNC(=O)C1CCC(CNS(=O)(=O)c2cccc3nsnc23)CC1 (stereo unspecified),i
CC(C)(C)c1ccc(Cn2c(N)nc3ccccc32)cc1,i
O=C(NCCc1c[nH]c2ccc(OCc3ccccc3)cc12)c1ccc(Cl)cc1,i
O=C(c1ccc2c(c1)C(=O)N(c1ccccn1)C2=O)c1ccc2c(c1)C(=O)N(c1ccccn1)C2=O,?
CC(=O)N1CCc2cc(S(=O)(=O)NCC(=O)NCc3ccccc3)ccc21,i
CCc1ccccc1-c1cncc(OC)c1,i
OCCn1c(-c2ccc3c(c2)CCO3)nc2ccccc21,i
Cc1cc(O)cc(O)c1C(=O)Cc1cnn(-c2ccccc2)c1,i
CC(C)c1cc(C(=O)N2CCCC(C(=O)Nc3cccc(-c4ccc(F)cc4)c3)C2)on1 (stereo unspecified),?
Cc1c(C(=O)N2CCC(C)CC2)sc2nc(-c3ccccc3)cn12,i
N#C/C(=C\c1cnn(-c2ccccc2)c1)c1nc2ccccc2[nH]1,?
O=C1c2cccc([N+](=O)[O-])c2C(=O)N1c1nccs1,i
CCOc1cc2c(cc1OCC)C1C(C(=O)Nc3cccnc3)c3ccccc3C(=O)N1CC2 (stereo unspecified),i
O=c1c2sccc2n(Cc2ccccc2F)c(=O)n1-c1ccc(F)cc1,i
CCN(CC)CCNC(=O)C1(O)c2cc(Br)ccc2NC(=O)N1c1ccccc1 (stereo unspecified),31%*!
COC(=O)c1cc2n(n1)CCCN(C(=O)CCn1nnc3ccccc31)C2,i
CCCC1=C(C(=O)OCC)C(c2cccnc2)C(C#N)=C(N)O1 (stereo unspecified),i
CC1=C(C(=O)OC2CCCCC2)C(c2ccc(C(C)C)cc2)n2ncnc2N1 (stereo unspecified),i
CC1(C)CC(=O)C2=C(C1)Nc1nc(SCc3ccccc3)[nH]c(=O)c1C2c1cccnc1 (stereo unspecified),?
CCOC(=O)c1ccc(-c2sc3nc(N4CCOCC4)c4c(c3c2N)CC(C)(C)OC4)o1,?
O=C1CCCC2=C1C(c1ccc(O)cc1)Nc1ccccc1N2 (stereo unspecified),?
CCOc1ccccc1NS(=O)(=O)c1cccc2cccnc12,?
CC1=C(C(=O)Nc2ccccn2)C(c2cccnc2)C2=C(CC(C)(C)CC2=O)N1 (stereo unspecified),?
O=C(NC1CCCc2ccccc21)C1CCCN(S(=O)(=O)c2cnc[nH]2)C1 (stereo unspecified),i
CN1C[C@@H](NC(=O)Nc2ccccc2)C[C@H]1c1nc(-c2ccc(F)cc2)no1,i
COC(=O)C1C(=O)C2=C(CC1C)NC(C)=C(C(=O)OC1CCCCC1)C2c1cccc(F)c1 (stereo unspecified),i
CCNC(=O)NC[C@@H]1C=C(C)[C@H](CC(=O)NCCOC)C[C@H]1C(C)C,i
O=[N+]([O-])c1ccc(Nc2nc(Cl)nc(NCCN3CCOCC3)n2)cc1,?
O=C(NCc1ccco1)C1CC(=O)N(CCc2ccccc2)C1 (stereo unspecified),i
C#CCn1cnc2c(cnn2-c2ccc(Cl)cc2)c1=O,i
O=C1N(CCCc2cccnc2)C(=O)C2(CCN(C3CCCC3)CC2)N1Cc1ccccc1,?
COc1ccc(S(=O)(=O)N2Cc3ccccc3CC2C(=O)NC(C)(C)C#N)cc1 (stereo unspecified),i
N#Cc1nc(COc2ccc(Br)cc2)oc1NCc1ccco1,?
O=C1NCC2(CCCN(Cc3ccccc3-c3ccccc3)C2)O1 (stereo unspecified),i
COc1ccc(S(=O)(=O)N2CCCC2)cc1,i
CC1CCN(CCCNC(=O)c2ccc(Nc3cc(-c4ccccc4)ncn3)cc2)CC1,i
Cc1cccc2sc(NC(=O)c3cnc4sccn4c3=O)nc12,i
COc1cc(-c2ccc(=O)[nH]n2)ccc1OC(F)F,i
CCn1c2ccccc2c2cc(C=Nc3ccc(NC(C)=O)cc3)ccc21,i
CC(C)n1cnnc1CN(C)c1nc(-c2cccnc2)nc2c1CNC2,i
O=C(c1ccc2nc(C3CC3)oc2c1)N1CCC(N2CCSCC2)CC1,i
Cn1nc(C(=O)Nc2ccc(Br)cc2)cc1C(=O)Nc1ccc(Br)cc1,i
CN(Cc1ccc2nsnc2c1)C(=O)CC1(c2ccccc2F)CC(=O)N(C2CCCCC2)C1=O (stereo unspecified),i

# A stretch from further up, for reference:
SMILES,ST2 inh
Cn1nc(C(=O)Nc2ccc(Br)cc2)cc1C(=O)Nc1ccc(Br)cc1,i
CN(Cc1ccc2nsnc2c1)C(=O)CC1(c2ccccc2F)CC(=O)N(C2CCCCC2)C1=O (stereo unspecified),i

# (continued)
SMILES,ST2 inh
COc1cc(NC(=O)C2CC(=O)N=C(N)S2)c(OC)cc1Cl (stereo unspecified),i
O=C1C(Nc2ccccc2)=CC(c2ccccc2F)N1c1ccccc1 (stereo unspecified),i
COc1ccc(N2C(=O)CC(SCC(=O)O)C2=O)cc1 (stereo unspecified),?
CCN(CC)C(=O)N1CCC2(CCN(Cc3cnc(COC)nc3)CC2)CC1,i
O=C(NC1CCCCC1)N1CCN(c2ccccn2)CC1,i
Cc1cccc(C)c1NC(=O)CSCc1ccccc1Cl,?
CC1CCC(NC(=O)CCc2nc3sc4c(c3c(=O)[nH]2)CCCC4)CC1 (stereo unspecified),i
CN(Cc1ccsc1)C(=O)c1ccc(C#CC(C)(C)O)o1,i
O=C(Cn1cnc2ccccc2c1=O)Nc1ccc(C(=O)O)cc1,i
CCn1cc(CN(C)C(=O)c2ccc(NC(=O)c3ccoc3C)cc2)cn1,i
Fc1ccc(Cc2cn3cc(-c4ccc(Br)cc4)nc3s2)cc1,i
COc1ccc(C(=O)N2CCC3(CC2)CNC(=O)C3)c(C)c1,i
Cc1cc(C)cc(-n2c(=O)c3sccc3n(CC(=O)NCc3ccco3)c2=O)c1,?
O=C(O)c1ccc2c(c1)N(Cc1cccc(F)c1)C(=O)CS2,i
Cc1ccc(-c2cc(N3CCN(S(=O)(=O)c4ccc(C)c(C)c4)CC3)ncn2)cc1,i
COc1ccc(OC2CCN(C(=O)C3CC3)CC2)c(C(=O)N(C)Cc2nonc2C)c1,i
CC(=O)Nc1ccc(Cl)c(C(=O)N(C)CCc2nc3ccccc3[nH]2)c1,i
Cc1ccc(-c2csc(NC(=O)c3cc(=O)c4ccccc4o3)n2)cc1C,i
Cc1[nH]nc(-n2ccnc2)c1[N+](=O)[O-],i
COC(=O)C1C(=O)C2=C(CC1C)NC(C)=C(C(=O)OC1CCCCC1)C2c1ccc(C)cc1 (stereo unspecified),i
O=C(CSc1nc2c([nH]c3ccccc32)c(=O)n1-c1ccc(F)cc1)N1CCOCC1,i
CC(=O)c1cc(CC(=O)NCc2ccco2)cs1,i
CCC(C)NC(=O)c1sc2ncnc(N3CCN(c4ccc(OC)cc4)CC3)c2c1C (stereo unspecified),i
O=C(O)CCCNc1ccc(S(=O)(=O)O)cc1,i
Nc1ccnc(N2C[C@H](O)[C@@H](N3CCN(c4ccccn4)CC3)C2)n1,i
COc1ccccc1C(=O)Nc1cccc(OCc2cc(=O)n3cc(Cl)ccc3n2)c1,?
Cn1c2ccccc2n2c(SCC(=O)O)nnc12,?
N#CC1=C(N)NC(SCc2ccccc2)=C(C#N)C12CCCCC2,?
O=[N+]([O-])c1cc(C=Nc2ccc3nc(-c4cccc(F)c4)oc3c2)c(O)c([N+](=O)[O-])c1,?
CC(C)n1cnnc1CN(C)C(=O)C(O)c1ccc(C(F)(F)F)cc1 (stereo unspecified),i
COc1ccc(Nc2ccn(-c3nc(-c4ccccc4)oc3-c3ccccc3)c(=O)n2)cc1,i
CCC1=NN(C(=O)c2ccc(Br)cc2)C(O)(c2ccc(OC)cc2)C1 (stereo unspecified),?
O=C(CCS(=O)(=O)c1ccc(Br)s1)NCc1ccc(Cl)cc1,i
Clc1ccccc1-n1nc2ccc3nonc3c2n1,?
COc1ccccc1CNS(=O)(=O)c1cc(Br)cc2c1N(C(C)=O)C(C)C2 (stereo unspecified),i
CC(C)(C)C(C)(O)C#CCN1CCCCC1 (stereo unspecified),i
Cc1cccc(CSC2=NCCN2C(=O)c2ccc(S(=O)(=O)N(C)C)cc2)c1,i
O=C1c2ccc(Br)cc2C(=O)N1CNc1cccc(F)c1,i
O=C(Nc1ccc(C(=O)c2ccccc2)cc1)c1cccc([N+](=O)[O-])c1,?
COc1ccc(-c2cc(CNC3CCSCC3)on2)cc1,i
C=CCOc1ccc(C2C(C(=O)OCC)=C(C)N=C3SCCC(=O)N32)cc1OC (stereo unspecified),i
O=C1Nc2cc(Cl)c(Cl)cc2N(O)N1c1ccc(Cl)c(Cl)c1,i
Cc1ccc2cc(CN3CCCC(N4CCCC4=O)C3)c(=O)[nH]c2c1 (stereo unspecified),?
Cc1cccc(C)c1N1C(=O)c2nccnc2C1=O,i
COC(=O)[C@H]1CN(S(C)(=O)=O)CCN1S(C)(=O)=O,i

# Of the compounds above, 5 have a cyano group.
SMILES,ST2 inh
N#C/C(=C\c1cnn(-c2ccccc2)c1)c1nc2ccccc2[nH]1,?
CCCC1=C(C(=O)OCC)C(c2cccnc2)C(C#N)=C(N)O1 (stereo unspecified),i
COc1ccc(S(=O)(=O)N2Cc3ccccc3CC2C(=O)NC(C)(C)C#N)cc1 (stereo unspecified),i
N#Cc1nc(COc2ccc(Br)cc2)oc1NCc1ccco1,?
N#CC1=C(N)NC(SCc2ccccc2)=C(C#N)C12CCCCC2,?

# Carrying on:
SMILES,ST2 inh
O=C(CCS(=O)(=O)c1ccc(Br)s1)N1CCc2ccccc21,i
CC(C)NC(=O)Cc1c(C(=O)O)[nH]c2ccccc12,i
O=C(CSc1nc2c(c(=O)n1-c1ccc(F)cc1)SCC2)Nc1ccc(Cl)cc1,i
c1cc2c(cc1-n1nnnc1SCc1nn[nH]n1)OCO2,i
CC1=Nc2cc([N+](=O)[O-])ccc2NC(=O)C1,i
CCOC(=O)COc1ccc2ccc(=O)oc2c1,i
O=c1[nH]c(CN2CCCC2)nc2c1C1(CCCC1)Cc1ccccc1-2,i
COC(=O)C1C(=O)NC(SC)=C(C#N)C1c1ccc(Cl)cc1Cl (stereo unspecified),?
C[C@H]1[C@@H]2[C@@H](O)C([C@H](C)C(=O)N(C)CCC#N)CC[C@@]2(C)CC[C@@H]1NC(=O)Nc1cccc(F)c1 (stereo partly specified),i

# The list is partial; the hit share may differ from the screen's.
